Compound activity: PubChem BioAssay, National Center for Advancing Translational Sciences (NCATS)
aSyn tox rescue: qHTS of alpha-syn Inhibitors: NCGC Sytravon Library Screen | S. cerevisiae alpha-synuclein toxicity rescue, BacTiter-Glo growth, 24 h | Potency, µM (top dose mostly 46.1 µM), for inactives: at the top dose growth rescue (activation), usual class: activators | hit rate 0.02% among 94,000 | AID 1347070, 2019; active = well fitted activation curve with a large enough effect; note: 0% is about no effect
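Growth restoration measured by BacTiter-Glo luminescence after 24 hr at 30 deg C; alpha-synuclein yeast, raffinose-pregrown to mid-log, were added at OD600=0.02 in galactose medium onto pinned compounds.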
* = called active by the depositor; & = joins results of further samples; [ ] = remark or other dose. Potency is the fitted concentration of half-maximal effect.

smiles	aSyn tox rescue
C[C@H](CO)N1C[C@H](C)[C@@H](CN(C)S(=O)(=O)c2cccc(F)c2)OCc2cnnn2CCCC1=O	9.5%
O=C(CCNS(=O)(=O)c1ccc(Br)s1)Nc1ccc(Br)cc1	1.1%
O=C(NC1CC(=O)N(c2ccccc2)C1)C(c1ccccc1)c1ccccc1 (stereo not given)	12.5%
O=C(NCc1ccncc1)C(=O)N/N=C/c1ccccc1OCc1ccccc1	-0.5%
Cc1ccc(CNC(=O)CCSCc2ccccc2F)cc1	6.2%
COC(=O)c1ccccc1NC(=O)Cn1c(=O)cc(C)c2c(C)nn(C)c21	-5.8%
Cc1cccc(CSc2ccc(-c3cccs3)nn2)c1	-6.4%
O=C(CCNS(=O)(=O)c1ccc2c(c1)CCCC(=O)N2)NCc1ccc(Cl)cc1	2.0%
CC(=O)c1cccc(NC(=O)CN2C(=O)CC(c3ccc(C)cc3C)=Nc3ccccc32)c1	-11.6%
Cc1c(C(=O)Nc2ccc(F)cc2F)sc2nc3n(c(=O)c12)N=C(c1ccccc1)CS3	-5.9%
CCCNC(=O)C1CCN(S(=O)(=O)c2ccc3[nH]c(=O)ccc3c2)CC1	4.9%
CC1CCN(S(=O)(=O)CCNC(=O)c2ccc3c(c2)OCO3)CC1	-3.5%
COc1c(Br)cc(Br)cc1/C=N/NC(=O)c1ccncc1	-20.0%
COc1ccc(-c2nc(SCC(=O)Nc3nccs3)c(-c3ccc(Cl)cc3)[nH]2)cc1	-10.4%
CCc1ccc(C2N=C(N)Nc3nc4ccccc4n32)cc1 (stereo not given)	-6.4%

Four entries drawn at random from those above, as already listed:
smiles	aSyn tox rescue
Cc1cccc(CSc2ccc(-c3cccs3)nn2)c1	-6.4%
O=C(CCNS(=O)(=O)c1ccc2c(c1)CCCC(=O)N2)NCc1ccc(Cl)cc1	2.0%
C[C@H](CO)N1C[C@H](C)[C@@H](CN(C)S(=O)(=O)c2cccc(F)c2)OCc2cnnn2CCCC1=O	9.5%
Cc1ccc(CNC(=O)CCSCc2ccccc2F)cc1	6.2%

Later entries.
smiles	aSyn tox rescue
Cn1c(=O)cc(N2CCOCC2)[nH]c1=O	-7.0%
O=C(Nc1cc(-c2nc3ncccc3o2)ccc1Cl)c1ccc([N+](=O)[O-])o1	14.5%
COCOCCn1cc(CN2CCS(=O)(=O)N(Cc3ccc(-c4ccc(OC)cc4)cc3)C(CC(C)C)C2=O)nn1 (stereo not given)	-5.4%
COC(=O)c1cccc(Cn2nnc3sc4c(c3c2=O)CCC(C(C)(C)C)C4)c1 (stereo not given)	6.3%
CC(=O)Oc1ccc(-c2ccc(C(=O)NCCc3ccc(S(N)(=O)=O)cc3)cc2)cc1	-6.8%
CCCc1ccc(S(=O)(=O)N2CCC(c3nnc(-c4cccc(C)c4)o3)CC2)cc1	0.4%
CNc1nc2c(c(=O)n(C)c(=O)n2C)n1CC(O)COc1ccc(OC)cc1 (stereo not given)	-3.6%
Cn1nccc1NC(=O)Nc1cccc(Cl)c1Cl	-10.7%
O=C(CCS(=O)(=O)c1cccc2nonc12)Nc1ccc(F)cc1F	-6.4%
CN1C(=O)C(C)(C)c2cc(S(=O)(=O)NCC(=O)NCc3ccccc3)ccc21	-6.4%
C=CCN1C(=O)c2ccc(C(=O)N(CC)CC(=O)Nc3ccc(OC)cc3)cc2C1=O	-1.7%
Cc1noc(C)c1S(=O)(=O)Nc1ccc2c(c1)C(=O)N([C@H](C)CO)C[C@H](C)[C@H](CN(C)C(=O)NC(C)C)OCCCC[C@@H](C)O2	6.1%
Cn1c(=O)c2c(nc3n(-c4ccc(O)cc4)c(-c4ccc(Br)cc4)cn23)n(C)c1=O	-6.3%
C=CCn1c(SCC(N)=O)nnc1-c1cnccn1	-7.9%
Cc1ccc(C(=O)N2CCc3cc(CNC(=O)COc4ccccc4)ccc32)cc1	-20.6%

(listing goes on)
smiles	aSyn tox rescue
COc1cc(CC(=O)OCC(=O)NC2CC2)cc(OC)c1OC	2.9%
CCN(CC)S(=O)(=O)c1ccc2c(c1)N(CC(=O)N1CCN(c3ccc(Cl)cc3)CC1)C(=O)CO2	10.4%
COc1ccc(CCNC(=O)c2cc(-c3ccccc3)nc3ccccc23)cc1OC	-18.9%
CS(=O)(=O)N(CC(=O)N1CCCC1)C1CCCCC1	-5.0%
Cc1ccc2c(=O)cc(C(=O)Nc3ccc(S(=O)(=O)Nc4onc(C)c4C)cc3)oc2c1	-11.9%
CCN1CCN(CC(=O)Nc2ccc(S(=O)(=O)N3C(C)CCCC3C)cc2)CC1 (stereo not given)	-8.9%
COc1ccc(OC)c(NC(=O)CSc2ccnc(=O)[nH]2)c1	5.5%
Cc1cccc(NC(=O)CSc2nc(NS(=O)(=O)c3ccccc3)cc(=O)[nH]2)c1	-1.5%
CC(C)=CCc1c(O)ccc(C2COc3c(CC=C(C)C)c(O)cc(O)c3C2=O)c1O (stereo not given)	-8.0%
O=C(NC1(C(F)(F)F)N=C(c2ccccc2)N(C2CCCCC2)C1=O)c1ccc(F)cc1 (stereo not given)	-2.3%
COc1cc(C(c2sc3nc(C)nn3c2O)N2CCN(c3ccccc3)CC2)cc(OC)c1OC (stereo not given)	-2.5%
O=C(CSc1ccc2nnc(-c3cccnc3)n2n1)Nc1ccccc1F	-3.3%
COc1cccc(/C=N/Nc2nnc3c(n2)[nH]c2ccccc23)c1OC	1.8%
CCOC(=O)N(C)S(=O)(=O)c1ccccc1[N+](=O)[O-]	-10.0%
Cc1cc(O)c(Sc2ccc(Cl)cc2)c(=O)[nH]1	-2.2%

Additional entries follow.
smiles	aSyn tox rescue
COc1cc(-c2nc3ncccn3c2Nc2ccc(C)cc2C)ccc1O	-15.3%
COc1ccc(Cc2nc3c4cnn(-c5ccccc5F)c4ncn3n2)cc1	1.8%
O=[N+]([O-])c1ccc(C(S(=O)(=O)Cc2ccccc2)S(=O)(=O)Cc2ccccc2)cc1	6.1%
CCN1CCN(c2oc(/C=C/c3cc(OC)c(OC)c(OC)c3)nc2C#N)CC1	-2.2%
O=C1Cc2cc(S(=O)(=O)N3CCN(c4ccccc4)CC3)ccc2N1	-0.9%&5.6%
O=C(CCC(=O)N1CCOc2ccccc21)N1CCOCC1	-1.8%
CN1CCN(C(CNC(=O)C(=O)Nc2ccc(F)cc2)c2cccnc2)CC1 (stereo not given)	-7.3%
CCOC(=O)NCc1ccc2[nH]c(C)cc2c1	-1.6%
C/C(CC(=O)Nc1ccccc1C#N)=N\NC(=O)c1ccncc1	-1.7%
C=C(C)c1cccc(C(C)(C)NC(=O)Nc2nncs2)c1	-3.0%
CC(C)c1ccc2occ(CC(=O)Nc3cccc(C(F)(F)F)c3)c2c1	-16.7%
COc1ccc(OCC(=O)N2CCN(C(=O)c3cc(OC)c(OC)c(OC)c3)CC2)cc1	-12.3%
Clc1cccc(-n2ncc3c(NCCCc4ccccc4)ncnc32)c1	8.2%
Cc1ccc(-c2cn3c(n2)sc2cc(C(=O)NC4CCCCCC4)ccc23)c(C)c1	-4.0%
O=C(c1ccc2c(c1)N(Cc1ccccc1F)C(=O)c1ccccc1S2(=O)=O)N1CCN(c2ccccn2)CC1	-3.9%

The listing continues.
smiles	aSyn tox rescue
COCCCN(C(=O)Cn1ncc2c(=O)oc3ccc(C)cc3c21)C(C)c1ccncc1 (stereo not given)	-2.8%
CCOC(=O)c1cc(S(=O)(=O)N2CCN(c3ccc(F)cc3)CC2)[nH]n1	0.3%
CCN(CC)CCNC(=O)c1ccc2nc(CCc3ccccc3)oc2c1	4.2%
COc1cccc(/C=N/NC(=O)c2cccc(N3CCCC3=O)c2)c1	-2.1%
Cn1cnc(S(=O)(=O)N2CCC(C(=O)N3CCN(c4ccc(Cl)cc4)CC3)CC2)c1	1.2%
CCc1cccc(NC(=O)C(CC(C)C)NS(=O)(=O)c2ccc3c(c2)oc(=O)n3C)c1 (stereo not given)	-14.5%
O=C(Nc1cccc(Cl)c1)C1CCN(c2nc3ccccc3nc2C(F)(F)F)CC1	-4.4%
Cc1ccc(-c2nc3cc(C(C)C)ccc3o2)cc1NC(=O)c1cccs1	8.3%
COc1cccc(CNC(=O)N2CCN(c3ccccc3)CC2)c1	10.7%
Cc1ccc(Oc2cnn(-c3ccccc3)c(=O)c2Br)cc1	13.8%
CCOC(=O)c1cnn(-c2ccccc2)c1NC(=O)CN1CCCCC1	1.7%
Cc1ccc(CNC(=O)C2CCCCN2S(=O)(=O)c2ccc(F)cc2)cc1 (stereo not given)	-6.7%
CCOc1ccc(NC(=O)CC2Nc3cccc4cccc(c34)NC2=O)cc1 (stereo not given)	0.5%
O=C(Cn1c(=O)oc2cc(S(=O)(=O)NCc3ccccc3)ccc21)NCc1ccc(Cl)cc1	6.7%
CCOc1ccc(N2CC(NC(=O)c3cc4ccccc4o3)CC2=O)cc1 (stereo not given)	-1.3%

Rewritten as labelled records: 2 of the compounds above
> Cn1nccc1NC(=O)Nc1cccc(Cl)c1Cl
  aSyn tox rescue = -10.7%
> O=C(CCS(=O)(=O)c1cccc2nonc12)Nc1ccc(F)cc1F
  aSyn tox rescue = -6.4%

(more compounds)
smiles	aSyn tox rescue
C/C(CC(=O)Nc1cc(Cl)ccc1Cl)=N\NC(=O)COc1cccc(C)c1	1.4%
CCOC(=O)c1[nH]c(C)c(CCC(=O)NCc2ccc(OC(C)C)cc2)c1C	1.3%
Cc1ccc(C2=CC(c3ccccc3C)n3c(nc4ccccc43)N2)cc1 (stereo not given)	1.8%
O=C(CC1NCCc2ccccc21)Nc1ccccc1 (stereo not given)	-10.2%
CC(=O)c1ccc(N2CCN(c3ncccn3)CC2)c([N+](=O)[O-])c1	5.7%
CC(C)(C)NC(=O)NC(=O)CSc1n[nH]c(-c2ccccc2Br)n1	4.7%
CC(C)c1cc(C(=O)OCC(=O)NC2CCS(=O)(=O)C2)c(O)c(C(C)C)c1 (stereo not given)	4.3%
CCN(CC)C(=O)C1=C(C)N(Cc2ccc(C(C)(C)C)cc2)C(=O)C(CC(=O)NC(c2ccccc2)c2ccccc2)C1 (stereo not given)	5.8%
COCCCNC(=O)Cn1c(=O)n(-c2ccc(C)c(C)c2)c(=O)c2c3c(sc21)CCCCC3	5.8%
Cc1ccc(-n2ncc(C(=O)NCCCN3CCc4ccccc4C3)c2C2CCN(C(=O)OC(C)(C)C)CC2)c(C)c1	5.2%
COc1ccc(-n2c(SCc3nc(-c4ccc(C)cc4)no3)nnc2-c2ccccc2)cc1	1.9%
Cc1ccc(CNc2ccc(-c3nc(-c4ccccn4)no3)cc2[N+](=O)[O-])cc1	-11.0%
COc1ccc(NC(=O)CN(C)S(=O)(=O)c2ccc3c(c2)CCC(=O)N3)c(OC)c1	1.5%
Cc1nc2ccccc2c(=O)n1-c1cccc(NC(=O)c2cccs2)c1	-41.1%[inhibitor]
Cc1cc2c(cc1S(=O)(=O)CCC(=O)NC1CCC(C)CC1)OCC(=O)N2 (stereo not given)	-7.8%&-9.6%

Additional entries follow:
smiles	aSyn tox rescue
COc1ccccc1NC(=O)CCS(=O)(=O)c1ccc2nc(C)sc2c1	0.0%
CC1CCN(c2nc3ccc(C(=O)NCc4ccccc4Cl)cc3s2)CC1	8.1%
CC(=O)Nc1ccc(N/C=C(\C=O)c2nc3ccccc3o2)cc1	4.2%
Cn1cnnc1SCC(=O)c1c(N)n(Cc2ccccc2)c(=O)n(C)c1=O	-1.0%
COc1ccc(NC(=O)CCS(=O)(=O)c2cc3c(cc2C)NC(=O)CO3)cc1Cl	-6.2%
CC(C)(C)NC(=O)C(=O)NCc1ccccn1	5.4%
CC(C)(C)NC(=O)C(c1ccc(O)cc1)N(Cc1ccc2c(c1)OCO2)C(=O)CCl (stereo not given)	7.3%
CCCOC(=O)c1ccc(NC(=O)C2CC(=O)N(c3ccc(C)cc3)C2)cc1 (stereo not given)	-4.3%
Cc1cccc(-c2nc3c(C#N)c[nH]n3c2NC2CCCCC2)c1	-72.7%[inhibitor]
C=CCSc1nc(=O)n2ccccc2n1	-7.0%
CCOC(=O)C1=C(N)OC2=C(C(=O)CC(C)C2)C1c1cccnc1 (stereo not given)	1.6%
COc1ccc(S(=O)(=O)N(CC(=O)NCCSCc2ccccc2)c2ccc(C)cc2)cc1	2.4%
CCOc1ccccc1-c1nc(SCC(=O)c2ccc(OC)c(Br)c2)n[nH]1	-4.6%
O=C(COC(=O)c1cnc(Cl)c(Cl)c1)NC1CCCC1	-3.6%
Clc1ccc(COc2cccc(CNCc3ccncc3)c2)cc1	7.9%

(further entries)
smiles	aSyn tox rescue
CCN(CC(=O)Nc1ccc2c(c1)OCCO2)C(=O)COc1ccc(C(C)=O)cc1	1.9%
O=C1CCc2cc(S(=O)(=O)N3CCCCC3)cc3c2N1CC3	-5.1%
O=C(Nc1ccc(NC(=O)c2cccs2)cc1)c1ccc(Br)cc1	5.6%
COc1ccc(NC(=O)Cn2c(C)cc3ccccc3c2=O)c(OC)c1	1.6%
CCCn1c(SCC(=O)Nc2cccc(C)n2)nnc1C(C)C	-12.1%
COc1ccc(Cn2c(CO)cnc2SCc2ccccc2C)cc1	3.4%
Cc1cc(C)n2[nH]c(=O)c(N=Nc3ccc(S(N)(=O)=O)cc3)c2n1	-8.7%
O=C(COc1ccccc1)Nc1ccccc1C(=O)OCc1cc(=O)n2nc(C3CC3)sc2n1	5.9%
COc1ccccc1N1CCN(C(=O)CSc2nc3ccccc3nc2N2CCCCC2)CC1	-6.4%
Cc1ccc(C(c2sc3nc(-c4ccco4)nn3c2O)N2CCN(Cc3ccccc3)CC2)cc1 (stereo not given)	3.6%
Cc1ccc2ccc(C(Nc3ccccn3)c3ccccc3)c(O)c2n1 (stereo not given)	10.5%
CCc1ccc(-c2ccc3nnc(SCC(=O)NCC4CCCO4)n3n2)cc1 (stereo not given)	-53.7%[inhibitor]

Only part of the results is shown, so the mix of outcomes need not match the whole.
